Screening data deposited in PubChem by Sanford-Burnham Center for Chemical Genomics.
Rpn11 inh: Rpn11 (PSMD14) deubiquitinase inhibitors, primary screen, biochemical, fluorescence polarization, uHTS; 26S proteasome non-ATPase regulatory subunit 14 (Homo sapiens), O00487; human 26S proteasome, Ub4-pepOG fluorescence polarization; 20S core pre-blocked with epoxomicin; calls only at 20 µM; hit rate 0.59% among 360,000;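 active means inhibition at 20 µM, scaled to each plate's controls, above about 33%, limit read from the data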
NadD inh: inhibitors of S. aureus NadD, primary screen, biochemical, colorimetric, uHTS. hit rate 0.78% among 360,000. purified NadD enzyme, colorimetric absorbance read-out. AID 602399, 2012. inhibition, % at 20 µM. Nicotinate-nucleotide adenylyltransferase NadD (Staphylococcus aureus N315); in the data active means inhibition above about 26%; further: some compounds past the cut are filed as inactive
STEP block: STEP phosphatase inhibitors, primary screen, biochemical, fluorescence intensity, uHTS. recombinant STEP, OMFP fluorogenic substrate. inhibition, % at 20 µM. hit rate 0.25% among 360,000. AID 588621, 2011;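 active means inhibition at 20 µM, scaled per plate between control wells, above about 37%, limit read from the data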;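 further: 0% = DMSO with enzyme and substrate and 100% = substrate only without enzyme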
Target sequence (P54829 whole entry, looked up): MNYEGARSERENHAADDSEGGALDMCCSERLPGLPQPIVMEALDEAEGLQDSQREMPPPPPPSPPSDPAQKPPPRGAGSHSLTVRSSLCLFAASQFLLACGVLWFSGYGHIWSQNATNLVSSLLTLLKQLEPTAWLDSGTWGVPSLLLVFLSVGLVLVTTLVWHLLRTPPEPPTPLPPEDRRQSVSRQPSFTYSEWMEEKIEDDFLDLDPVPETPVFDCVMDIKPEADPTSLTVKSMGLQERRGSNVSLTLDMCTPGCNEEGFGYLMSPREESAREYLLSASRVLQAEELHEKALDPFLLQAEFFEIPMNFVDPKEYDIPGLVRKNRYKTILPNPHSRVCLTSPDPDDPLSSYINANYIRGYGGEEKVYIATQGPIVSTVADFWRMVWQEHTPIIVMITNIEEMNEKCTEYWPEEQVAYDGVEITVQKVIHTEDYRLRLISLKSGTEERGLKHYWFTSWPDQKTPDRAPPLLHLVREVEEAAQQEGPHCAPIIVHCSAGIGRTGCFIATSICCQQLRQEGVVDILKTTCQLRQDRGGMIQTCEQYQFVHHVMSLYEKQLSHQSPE
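Measure: Control-normalized % inhibition with plate pattern correction | Test system: STEP phosphatase, cell-free reaction | Medium: pH 6.0 Bis-Tris with DTT and Tween 20 | Technique: Fluorescence, 480/540 nm | Times: Reaction 20 min, ambient temperature | Doses: Single compound dose of 20 µM, 1% DMSO final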
DNMT1 inh: human DNMT1 methyltransferase inhibitors, primary screen, biochemical, molecular beacon, fluorescence, HinP1I cleavage, uHTS; inhibition (reported as % activation of signal), % at 10 µM; hit rate 0.83% among 360,000; DNA (cytosine-5)-methyltransferase 1 (Homo sapiens), P26358; in the data active means inhibition above about 50%
SKN-1 inh: suppressors of acrylamide-induced Pgst-4::GFP reporter in worms, primary screen, SKN-1 inhibitor project, whole organism, uHTS, GFP/RFP fluorescence ratio, strain VP596 | AID 624304, 2012 | hit rate 0.49% among 360,000 | inhibition, % at 21.8 µM | C. elegans VP596 Pgst-4::GFP/RFP ratio, 24 h;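 active means interference check ratio from 0.5 to 1.5 plus GFP to RFP signal ratio inhibition reaching or exceeding a fixed threshold, cut at about 30% in these data, passing the limit was not always enough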; further: some compounds called inactive have numbers as strong as hits
SUMO1 PPI mod: modulators of SUMO1 protein-protein interactions, primary screen, biochemical, uHTS | Small ubiquitin-related modifier 1 (Homo sapiens), P63165 | SUMO1 binding to a labelled peptide, TR-FRET, 1 h | inhibition, % at 20 µM | hit rate 0.33% among 360,000; in the data active means inhibition above about 37%
Target sequence (P63165 whole entry, looked up): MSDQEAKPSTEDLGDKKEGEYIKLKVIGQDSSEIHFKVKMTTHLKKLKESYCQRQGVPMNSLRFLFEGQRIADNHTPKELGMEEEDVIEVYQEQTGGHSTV
CendR NRP1 mod: modulators of CendR peptide binding to NRP-1, primary screen, biochemical, fluorescence polarization, uHTS | Neuropilin-1 (Homo sapiens), O14786 | FAM-RPARPAR peptide binding to NRP-1 | hit rate 0.85% among 360,000 | inhibition, % at 25 µM | AID 602438, 2012;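 active means inhibition or corrected inhibition above about 18%, plus a signal ratio from 0.5 to 1.5, limit read from the data, passing the limit was not always enough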; further: strong numbers were not always called active
LMPTP inh: LMPTP phosphatase inhibitors, primary screen, biochemical, fluorescence intensity, uHTS; recombinant LMPTP-A, OMFP fluorogenic substrate; hit rate 0.22% among 360,000; inhibition, % at 20 µM; AID 651560, 2012; Low molecular weight phosphotyrosine protein phosphatase (Homo sapiens), P24666;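 active means compounds that cut the enzyme signal by at least half of the control window in the single-dose screen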;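 further: plate controls were DMSO wells with enzyme plus substrate for no effect and substrate without enzyme for full effect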
Target sequence (P24666 whole entry, looked up): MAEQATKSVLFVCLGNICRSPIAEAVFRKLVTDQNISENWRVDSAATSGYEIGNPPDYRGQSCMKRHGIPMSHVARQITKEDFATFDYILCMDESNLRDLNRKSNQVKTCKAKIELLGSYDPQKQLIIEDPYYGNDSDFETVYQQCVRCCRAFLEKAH
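Test system: LMPTP-A, protein tyrosine phosphatase of low molecular weight; Input: 0.625 nM enzyme; Incubation: 50 min dark incubation at room temperature; Signal: endpoint fluorescence intensity from OMFP dephosphorylation; Read-out basis: % inhibition versus control wells.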
Scp1 inh: Scp-1 phosphatase inhibitors, primary screen, biochemical, colorimetric, uHTS; Carboxy-terminal domain RNA polymerase II polypeptide A small phosphatase 1 (Homo …; Recombinant Scp1, phosphopeptide, malachite green phosphate absorbance; inhibition, % at 20 µM; hit rate 0.88% among 340,000;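 active means inhibition above about 50% at 20 µM, limit read from the data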;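 further: plate controls were DMSO wells with enzyme for no effect and wells lacking enzyme for full effect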
Target sequence (Q9GZU7 76-261 limits assumed): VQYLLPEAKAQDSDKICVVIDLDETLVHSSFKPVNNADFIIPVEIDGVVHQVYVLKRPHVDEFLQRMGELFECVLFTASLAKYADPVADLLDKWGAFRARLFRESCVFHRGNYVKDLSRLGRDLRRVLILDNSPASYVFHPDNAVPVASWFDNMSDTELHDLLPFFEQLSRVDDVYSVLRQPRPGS
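Test system: SCP-1 catalytic domain; Buffer or medium: Acidic Tris acetate buffer with magnesium and detergent; Also added: Phosphorylated 17-residue peptide substrate; Compound: single 20 µM dose, 1% DMSO; Schedule: enzyme reaction 45 min at room temperature, colour 5 min, stabilisation 30 min; Signal: Phosphate-binding colour reagent, absorbance read at 630 nm.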
MT1-MMP act inh: blockers of MT1-MMP proenzyme processing, primary screen, HT1080 RFP-PRO-GFP cells, GFP/RFP fluorescence. Matrix metalloproteinase-14 (Homo sapiens), P50281. GFP/RFP ratio fluorescence, overnight; percent of plate control window, DMSO zero. GFP/RFP ratio change, % at 20 µM. hit rate 0.061% among 360,000;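 active means GFP/RFP ratio change of at least 30% with cell ATP level not reduced by more than half and red fluorescence within 50% of control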; further: strong numbers were not always called active
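Assay system – RFP-PRO-GFP reporter HT1080 cells · Compound dosing – single dose of 20 µM compound, 1% DMSO final · Incubation – overnight compound exposure at 37 °C · Measure – GFP/RFP fluorescence ratio · Benchmarks – DMSO wells and RFP-L50D-GFP cells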
Active calls of the source: *; i = inactive; · = no result given; + = active, no number.

SMILES	Rpn11 inh	NadD inh	STEP block	DNMT1 inh	SKN-1 inh	SUMO1 PPI mod	CendR NRP1 mod	LMPTP inh	Scp1 inh	MT1-MMP act inh
COc1ccccc1NCC(=O)N/N=C/C=C/c1ccccc1	i	29	-4	-15	7	-4	-5	0.2	-6	-4
Cc1noc(C)c1-c1ccc(C(=O)NCc2cccs2)c2occc12	i	-2	-2	-1	10	12	4	-0.1	·	12
COc1cc(NC(=O)C2CC2)c(OC)cc1NC(=O)c1ccco1	i	-4	0	-2	4	3	9	-1.8	-7	3
COC(=O)CC(NS(=O)(=O)c1cccs1)c1ccccc1Cl (stereo not given)	i	0	0	3	-1	-3	-7	0.6	-2	-5
CCCOc1ccc(C(C)=O)cc1CSc1nc(O)cc(=O)[nH]1	i	-1	-1	0	0	24	-23	-1.0	10	0
COC1(OC)N=C(NC(=O)Nc2ccccc2)C2(C#N)C(c3ccccc3)C12C#N (stereo not given)	i	5	6	-9	6	0	-4	-2.0	-7	2
Cc1nc([N+](=O)[O-])cn1Cc1cccc2ccccc12	i	-3	1	-1	23	-11	10	-0.9	-9	3
COc1cccc(N2CCN(C(=O)CCCCCNc3nc(=S)[nH]c4ccccc34)CC2)c1	i	-3	1	-3	-10	8	6	39	-9	-2
COc1ccc(/C=N/NC(=O)c2cccc3ccccc23)c(OC)c1OC	i	7	0	7	5	3	-1	2.5	7	8
O=C(c1ccc2c(c1)OCO2)N(Cc1cccs1)C1(C(=O)NC2CCCCC2)CCCCC1	i	1	2	7	16	2	-4	-0.7	-5	-12
N#C/C(=C/c1ccc([N+](=O)[O-])cc1)C(N)=O	i	6	3	-1	30	-19	0	-0.6	5	0
C[C@@H]1Cn2cnc(C(=O)Nc3ccc(CNC(=O)OC(C)(C)C)cc3)c2C(=O)N1	i	16	-1	3	8	-1	-6	0.4	·	5
CC(/C=C/c1ccc2c(c1)OCO2)=N/NC(=O)c1ccc(C)nc1	i	2	1	3	10	-17	-1	-2.0	-4	1
O=C(COc1cccc2cccnc12)Nc1ccccc1N1CCOCC1	i	3	0	0	-12	1	0	-0.5	1	4
C[C@@H](NC(=O)[C@@H]1CCCN1C(=O)[C@@H]1CCCN1C(=O)c1ccc(Cl)cc1)c1ccccc1	·	1	·	·	-9	8	4	-1.0	·	6
Brc1ccc2nc(-c3ccco3)c(CC3CCCCC3)n2c1	i	21	4	69*	-6	23	-40	19	·	-5
CCc1nc2ccc(C(=O)Nc3ccc(OC)c(OC)c3)cn2c1N(C)CCC(C)C	i	-2	-1	-16	-5	8	-4	1.4	·	2
CCOC(=O)CCSc1nc(C)cc(C(F)(F)F)c1C#N	·	-1	-7	1	-8	0	-80	-0.2	-8	-118
COc1ccc(C(CNC(=O)CNC(=O)c2cccc(Cl)c2)N2CCCC2)cc1 (stereo not given)	i	-11	-2	1	-8	0	-5	-0.3	-4	-1
CCN(CC)S(=O)(=O)c1cc(C(=O)Nc2ccccc2C(=O)O)ccc1OC	i	2	0	-2	18	12	-8	-0.3	-6	5
CCCOc1ccc(CNC(=S)N/N=C/c2ccc([N+](=O)[O-])cc2)cc1	i	1	0	4	3	-9	14	0.3	-9	0
CC/C(=N\NC(=O)CSCc1ccccc1Cl)c1ccc2c(c1)OCCO2	i	-1	-4	-1	-11	1	1	1.4	-10	3
COc1ccc(C2(c3ccc(OC)cc3)NC(=O)N(CC(=O)N(C)c3ccccc3)C2=O)cc1	i	-2	4	-3	-10	8	1	0.1	-10	-2
OC(CNc1ncnc2sccc12)c1ccccc1 (stereo not given)	i	-11	1	-2	-1	0	9	1.5	-1	-3
COC(=O)CNC(=O)COC(=O)c1cc(Cl)cc(Cl)c1N	i	-2	-2	9	19	3	-3	0.5	5	5
O=C(NCC1CCCO1)C(=O)N/N=C/c1cccc(Cl)c1 (stereo not given)	i	-5	0	1	8	1	-1	-0.7	-7	-3
COc1cc(/C=C2\SC(N)=NC2=O)cc(Cl)c1O	+	-2	-2	-1	-8	-35	-137	-16	0	-109
O=C(NCCN1CCN(c2ccccc2F)CC1)C1c2ccccc2C(=O)N2CCc3ccccc3C12 (stereo not given)	i	3	-1	1	-14	2	3	-0.2	-4	-4
CCn1c(N2CCN(Cc3ccc([N+](=O)[O-])cc3)CC2)nc2ccccc21	i	0	1	3	1	-10	0	-2.4	-1	8
COc1ccc(NC(=O)CCOc2ccc(C)cc2)cc1S(=O)(=O)N1CCOCC1	i	4	2	-13	10	2	5	0.8	-8	2
CC1CCN(C(=O)CNC(=O)Cn2ccc3ccccc3c2=O)CC1	i	-6	0	-3	4	5	5	0.0	-10	-3
CC1=CC(=C(C#N)c2nc3ccccc3s2)C=C(C)N1Cc1ccco1	i	17	-4	-15	0	-6	-45	3.8	7	-161
c1ccc(CN(Cc2ccco2)C(c2ccncc2)c2nnnn2C2CCCC2)cc1 (stereo not given)	i	4	8	-16	7	-20	-29	2.7	-3	-20
Cc1cc(C)c(C#N)c(SCc2nc3ccccc3c(=O)[nH]2)n1	i	-1	-2	4	2	1	-2	3.3	4	-5
CCCC1=NN2C(=N)/C(=C\c3cc(C)n(-c4cc(C)cc(C)c4)c3C)C(=O)N=C2S1	i	37*	2	-7	16	-9	-17	4.7	-8	-41
CS(=O)(=O)NCCSCc1ccc(Cl)cc1	i	0	1	1	-14	1	2	-1.4	-8	4
Nc1ccc2c(c1)C(=Cc1cccnc1)c1ccccc1-2	i	1	1	-5	13	-26	-4	3.3	0	13
CCN(C(=O)c1cc2c(=O)[nH]c3ccc(C)cc3c2s1)c1ccccc1C	i	-10	9	18	4	-1	-6	-0.5	-9	-3
COC(=O)C(Cc1c[nH]c2ccccc12)NC(=O)CCNC(=O)c1ccco1 (stereo not given)	i	-6	-2	3	-8	-5	22*	-0.7	·	4
CCOc1ccc(C)cc1S(=O)(=O)Nc1cccnc1	i	-5	-2	7	-1	0	18	-0.8	-7	1
CCCCn1c(N)c(N(CCOC)C(=O)CN(C)S(=O)(=O)c2ccc(Cl)cc2)c(=O)[nH]c1=O	i	3	9	1	18	1	0	0.6	-7	-4
Cc1nc2ccccc2c(=O)n1/N=C/C=C/c1ccccc1	i	4	1	-9	9	-25	2	0.5	-7	6
Cc1ccc(NC(=O)CN2C(=O)NC(C)(c3ccccc3)C2=O)c(C)c1 (stereo not given)	i	-10	-3	0	-4	0	8	0.1	0	4
C=CCn1c(C)c(C(C)=O)c(N2CCCC2)nc1=S	i	0	-4	2	4	-1	16	-0.1	-7	-2
COC(=O)c1cc(NC2c3ccccc3C(=O)N2c2ccc(Cl)cn2)cc(C(=O)OC)c1 (stereo not given)	i	-4	0	-9	7	-1	5	2.0	-5	-1
COC(=O)c1[nH]c(C)c(/C(O)=C2\C(=O)C(=O)N(CCN(C)C)C2c2ccc(C)o2)c1C (stereo not given)	i	-1	1	-1	14	-4	16	-2.5	-17	5
Cc1ccc(C(=O)NCCN(C)C)c(C)c1	i	-2	2	-3	7	2	-4	-2.4	-2	-1
CN1CC(=O)N/C1=N\C(=O)Nc1ccc2c(c1)N(C)C(=O)CS2	i	0	-4	-2	1	3	3	-0.7	-5	2

Only CendR NRP1 mod, DNMT1 inh and SUMO1 PPI mod, for some of the entries so far:
molecule,CendR NRP1 mod,DNMT1 inh,SUMO1 PPI mod
CCN(C(=O)c1cc2c(=O)[nH]c3ccc(C)cc3c2s1)c1ccccc1C,-6,18,-1
COC(=O)C(Cc1c[nH]c2ccccc12)NC(=O)CCNC(=O)c1ccco1 (stereo not given),22*,3,-5
CCOc1ccc(C)cc1S(=O)(=O)Nc1cccnc1,18,7,0
CCCCn1c(N)c(N(CCOC)C(=O)CN(C)S(=O)(=O)c2ccc(Cl)cc2)c(=O)[nH]c1=O,0,1,1

Further records follow:
SMILES	Rpn11 inh	NadD inh	STEP block	DNMT1 inh	SKN-1 inh	SUMO1 PPI mod	CendR NRP1 mod	LMPTP inh	Scp1 inh	MT1-MMP act inh
Cc1ccc(C(C)C)cc1S(=O)(=O)NCc1ccccn1	i	-2	0	2	4	6	-6	0.5	-2	-2
Cc1cccc(NC(=O)COC(=O)c2cc3ccccc3oc2=O)c1	i	-12	-2	0	-6	-7	7	2.0	-1	1
CN(C(=O)c1ccccc1C(=O)c1ccccc1)C1CCS(=O)(=O)C1 (stereo not given)	i	4	0	12	-3	3	13	1.0	-3	2
COc1ccc(CNC(=O)NS(=O)(=O)c2ccc(C)cc2)cc1	i	-10	-1	2	10	3	3	0.6	2	-1
O=C(NCc1cccnc1)/C(=C/c1ccc([N+](=O)[O-])cc1)NC(=O)c1ccccc1	i	-2	2	-3	-3	-29	-21	-1.7	-4	0
O=C(COC(=O)c1cc(Br)ccc1O)NCC1CCCO1 (stereo not given)	i	-1	2	0	4	2	-8	-0.8	5	4
CCC(C)(C)NC(=O)c1ccc(Sc2nncn2C)c([N+](=O)[O-])c1	i	2	-1	2	14	-21	-3	0.6	8	3
N#Cc1ccsc1NC(=O)C1CCCN1S(=O)(=O)c1cccs1 (stereo not given)	i	1	-1	1	5	4	18	0.0	1	4
CSc1nc(=S)cc(C)[nH]1	i	-10	-1	1	0	-5	-17	-1.5	-1	-3
COc1ccc(CN(C)C(=O)c2ccc3c(=O)n4c(nc3c2)CCC4)c(OC)c1	i	5	0	-8	-34	-62	3	-11	-6	4
CCCCn1c(-c2c(Cl)c(C)nn2C)n[nH]c1=S	i	5	3	-1	0	-2	0	-1.8	-4	2
O=C1NC(=O)C2(N1)C(=O)c1cccc3cccc2c13 (stereo not given)	i	-2	-1	92*	1	-16	128	-2.8	·	-83

An unsorted share of the library, and some 3.9% of all compounds hit somewhere here.
